PLK1 PBD inh: blocks phosphopeptide binding to human PLK1 polo-box domain. P53350. Plk1 PBD binding of FITC phosphopeptide, fluorescence polarization. Potency, µM, inactives show max response, negative = inhibition, actives largely listed as inhibitors. 360,000 tested, 2.8% active. AID 720504; note: potency is the fitted concentration of half-maximal effect; series mostly up to about 57 µM; % is set by controls: 0 for no effect and ±100 for the full control effect; nearly all actives have a fitted effect of over 65% in size
EPAC1 ag: activates human EPAC1 exchange factor | AID 720707 | 360,000 tested, 0.073% active | EPAC1 agonist qHTS, biochemical assay; response scale: 100% = response to 6.5 mM cAMP | Potency, µM (highest dose often 154 µM), without a hit: at the top dose activation, hits mostly activators | O95398; note: potency is the fitted concentration of half-maximal effect; nearly all actives have a fitted effect of over 60% in size
Target sequence (O95398 whole entry, looked up): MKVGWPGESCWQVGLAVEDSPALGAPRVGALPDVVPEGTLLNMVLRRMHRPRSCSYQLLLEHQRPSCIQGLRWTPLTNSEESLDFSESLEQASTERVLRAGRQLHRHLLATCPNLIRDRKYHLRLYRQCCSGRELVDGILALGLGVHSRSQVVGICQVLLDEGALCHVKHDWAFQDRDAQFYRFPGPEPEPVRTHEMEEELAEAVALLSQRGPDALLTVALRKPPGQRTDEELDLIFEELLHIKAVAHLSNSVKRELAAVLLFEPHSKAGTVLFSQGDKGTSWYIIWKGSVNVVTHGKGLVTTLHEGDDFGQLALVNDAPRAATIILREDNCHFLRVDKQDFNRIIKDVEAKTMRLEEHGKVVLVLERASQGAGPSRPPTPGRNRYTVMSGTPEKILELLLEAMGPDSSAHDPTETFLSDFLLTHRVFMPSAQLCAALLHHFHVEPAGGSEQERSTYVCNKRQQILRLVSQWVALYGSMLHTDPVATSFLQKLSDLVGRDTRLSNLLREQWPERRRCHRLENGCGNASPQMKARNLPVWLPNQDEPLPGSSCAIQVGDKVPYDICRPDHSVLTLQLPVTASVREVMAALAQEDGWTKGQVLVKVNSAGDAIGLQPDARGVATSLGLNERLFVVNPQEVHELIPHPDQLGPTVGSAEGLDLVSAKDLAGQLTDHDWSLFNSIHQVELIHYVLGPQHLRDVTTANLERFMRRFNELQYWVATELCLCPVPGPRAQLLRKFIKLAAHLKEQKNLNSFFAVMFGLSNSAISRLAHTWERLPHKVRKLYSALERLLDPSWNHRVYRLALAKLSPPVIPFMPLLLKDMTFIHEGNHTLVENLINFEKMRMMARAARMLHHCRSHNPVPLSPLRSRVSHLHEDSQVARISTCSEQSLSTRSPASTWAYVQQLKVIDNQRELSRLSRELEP
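Read-out is the fluorescence drop as BODIPY-GDP leaves Rap1B (480 nm excitation, 540 nm emission), recorded every 5 minutes over 30 minutes. Reactions held 100 nM EPAC1, 250 nM Rap1B–BODIPY-GDP and 50 uM GDP, with 6.5 mM cAMP setting full activation.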
PI5P4K alpha inh: inhibitors of human PI5P4K alpha | 330,000 tested, 1.2% active | PI5P4Kalpha enzyme, ADP-Glo luminescence, 60 min; hits give low values | max response, %; active = max response of -50% or lower; inconclusive = between -30% and -50%; inactive = -30% or higher; note: value at the top dose of about 77 µM; % is set by controls: 0 for no effect and ±100 for the full control effect
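Enzyme plus substrate dispensed, test compounds pinned in, then ATP (5 microM final) added. After 60 min at RT, ADP-Glo reagent 1 for 45 min and reagent 2 for 30 min preceded luminescence imaging.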
CCT chaperon mod: cytosolic chaperonin activity modulation. purified chaperonin ATPase assay, HTRF ADP detection, 30 min. activity change, % (no concentration beside the values), hits read low. 360,000 tested, 0.3% active; in the data active = activity change below about -30%; note: % is set by controls: 0 for no effect and ±100 for the full control effect
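Nucleotide hydrolysis assay: TRiC at 20–40 nM final (set by batch activity) with 10 uM ATP, 30 min at 37 °C, in presence of 76 uM compound. Detection by competitive ADP HTRF, 30 min ambient.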
EPAC2 antagonist: blocks human EPAC2 exchange factor. EPAC2 GEF exchange of Rap1B-BODIPY-GDP, fluorescence. Potency, µM (series often up to 114 µM), without a hit: top-dose activity, negative = inhibition, usual class: inhibitors. 360,000 tested, 0.18% active. Q8WZA2; note: potency is the fitted concentration of half-maximal effect; % is set by controls: 0 for no effect and ±100 for the full control effect; nearly all actives have a fitted effect of over 45% in size; many of its hits are not listed in these tables
MmCpn inh: blocks the Methanococcus maripaludis chaperonin Mm-Cpn. purified Mm-Cpn ATPase, ADP Transcreener TR-FRET. Potency, µM (doses to about 76.9 µM), inactives show at the top dose activity, negative = inhibition, actives largely listed as inhibitors. 330,000 tested, 0.031% active. AID 504842; note: potency is the fitted concentration of half-maximal effect; % is set by controls: 0 for no effect and ±100 for the full control effect; nearly all actives have a fitted effect of over 80% in size
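Inhibition of chaperonin ATP hydrolysis is measured as reduced ADP production, detected by competitive TR-FRET in which signal falls with ADP. Final enzyme 25 nM and ATP 10 uM, reacted 30 min at 37°C.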
WRN inhibitor: blocks human WRN helicase. AID 651768. Q14191. 360,000 tested, 0.46% active. WRN helicase unwinding, fluorescent forked duplex, kinetic. Potency, µM (doses to about 114 µM), without a hit: at the top dose activity change, negative = inhibition, actives largely listed as inhibitors; note: potency is the fitted concentration of half-maximal effect; % is set by controls: 0 for no effect and ±100 for the full control effect; nearly all actives have a fitted effect of over 55% in size
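Primary qHTS, 1536-well format. 20 nM WRN + compound, 15 min RT; start with 100 nM forked fluorophore/quencher duplex, 2 mM ATP (final); kinetic read ex 525/em 598 nm.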
EPAC1 antagonist: antagonists of human EPAC1; O95398; EPAC1 GEF assay, Rap1b-BODIPY-GDP exchange fluorescence; Potency, µM (top dose mostly 115 µM), inactives show top-dose activity change, negative = inhibition, hits mostly inhibitors; 360,000 tested, 0.14% active; AID 720709;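 note: potency is the fitted concentration of half-maximal effect; plate controls were vehicle for no effect and positive control for full effect; nearly all actives have a fitted effect of over 50% in size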
Active calls of the source: *; ? = inconclusive; . = no result given; [ ] = another dose, or the depositor's remark. Unless noted, calls come from the whole dose curve; as a rule, active = well fitted curve in the direction sought with a large enough effect; inconclusive = small, poorly fitted or top-dose-only effect, or another doubt; inactive = no such curve, though single readings can be large; an effect the other way counts as inactive or inconclusive. This is a subset (hit frequency here may not be typical).

SMILES	PLK1 PBD inh	EPAC1 ag	PI5P4K alpha inh	CCT chaperon mod	EPAC2 antagonist	MmCpn inh	WRN inhibitor	EPAC1 antagonist
Cc1cc(C)c(C(=O)OCC(=O)NC(=O)c2ccccc2)c(C)c1	-3%	-6%	6	-2.8	7%	0%	14%	-8%
COC(=O)CSc1cc([N+](=O)[O-])ccc1NC(=O)OC	-18%	3%	1	-5.2	-5%	-1%	-1%	5%
C=CCn1c(SCC(=O)c2cccs2)nnc1-c1cccc(OC)c1	-26%	10%	.	-1.4	-2%	-1%	2%	-2%
CC(Oc1cccc(Cl)c1)C(=O)Nc1ccc(S(=O)(=O)NC2=NCCCCC2)cc1 (stereo not drawn)	-5%	6%	-5	-4.1	-7%	0%	2%	7%
CC(/C=N/NC(=O)c1cc(C(C)(C)C)[nH]n1)=C\c1ccccc1	-2%	-17%	-1	-1.8	4%	2%	-16%	-16%
COc1ccc(N(C(=O)Cn2nnc(-c3ccc(C)o3)n2)C(C(=O)NC2CCCC2)c2ccncc2)cc1 (stereo not drawn)	-10%	0%	-2	-0.3	4%	0%	-3%	1%
CC(NC(=O)c1cccs1)c1ccc2c(c1)OCO2 (stereo not drawn)	0%	10%	.	-1.1	-1%	0%	-11%	-1%
COC(=O)c1sccc1S(=O)(=O)NC(C)c1cnn(-c2ccc(OC)cc2)c1C (stereo not drawn)	-11%	2%	1	-0.5	1%	-2%	?	-22%
C=CCOc1ccccc1CN1CCC(CO)(CCOc2ccccc2)CC1	6%	-2%	5	1.6	6%	0%	-1%[57.1 µM]	-5%
COc1cccc(C(=O)Oc2ccc3c(C)cc(=O)oc3c2C(C)=O)c1	?	-14%	-5	1.8	3%	3%	7%	-6%
O=C(CSc1nnc(-c2cccnc2)o1)Nc1ccc(Br)cc1	-15%	-6%	2	-1.5	-15%	0%	-4%	-24%
Cc1ccccc1NC(=O)COC(=O)CC1CCCC1	0%	8%	0	2.1	-22%	3%	-2%	-5%

Pulled by structure from above (5):
SMILES	PLK1 PBD inh	EPAC1 ag	PI5P4K alpha inh	CCT chaperon mod	EPAC2 antagonist	MmCpn inh	WRN inhibitor	EPAC1 antagonist
C=CCOc1ccccc1CN1CCC(CO)(CCOc2ccccc2)CC1	6%	-2%	5	1.6	6%	0%	-1%[57.1 µM]	-5%
O=C(CSc1nnc(-c2cccnc2)o1)Nc1ccc(Br)cc1	-15%	-6%	2	-1.5	-15%	0%	-4%	-24%
COC(=O)c1sccc1S(=O)(=O)NC(C)c1cnn(-c2ccc(OC)cc2)c1C (stereo not drawn)	-11%	2%	1	-0.5	1%	-2%	?	-22%
CC(/C=N/NC(=O)c1cc(C(C)(C)C)[nH]n1)=C\c1ccccc1	-2%	-17%	-1	-1.8	4%	2%	-16%	-16%
Cc1cc(C)c(C(=O)OCC(=O)NC(=O)c2ccccc2)c(C)c1	-3%	-6%	6	-2.8	7%	0%	14%	-8%

The listing continues.
SMILES	PLK1 PBD inh	EPAC1 ag	PI5P4K alpha inh	CCT chaperon mod	EPAC2 antagonist	MmCpn inh	WRN inhibitor	EPAC1 antagonist
Cc1ccc(Cl)cc1N1CCN(S(C)(=O)=O)CC1	-8%	12%	.	0.1	-3%	1%	-4%	-5%
CCOC(=O)C(C)Oc1ccc(NC(=O)C(Cl)Cl)cc1 (stereo not drawn)	-3%	-3%	-5	-1.2	-2%	1%	-2%	8%
COC(=O)c1[nH]c2ccc(C)cc2c1NC(=O)c1ccccc1[N+](=O)[O-]	10%	-2%	3	-3.1	9%	-1%	-2%	8%
CCOC(=O)c1sc(NC(=O)CN2C(=O)NC3(CCCCCCC3)C2=O)c(C(=O)OCC)c1C	4%	14%	-2	-1.1	27%	0%	-9%	2%
COc1ccc(C2=NOC(Cn3nc(-c4ccccc4)cc3C(=O)NCc3cccc(Br)c3)C2)cc1 (stereo not drawn)	1%	4%	-2	-1.0	-4%	2%	1%	9%
CCS(=O)(=O)N1CCC(NC(=O)c2cc(OC)cc(OC)c2)CC1	0%	5%	.	1.5	-1%	0%	-6%	11%
CN1CCN(C(=O)CCn2nc(-c3ccccc3)c3ccccc3c2=O)CC1	-2%	-5%	-2	-1.5	15%	0%	-2%	4%
O=C(NCCc1ccc2c(c1)OCCO2)c1cc(S(=O)(=O)N2CCCC2)ccc1Br	0%	1%	?	0.3	-3%	.	-4%	0%
CN(C)CCCNc1c2ccccc2nc2ccccc12	-10%	-13%	-18	0.3	4%	-3%	?	-2%
OC(CNCCNc1ncccc1C(F)(F)F)Cn1ccc2ccccc21 (stereo not drawn)	0%	-5%	5	-2.4	-2%	2%	-9%	-4%
COc1ccc(CC(=O)Nc2cccc(C(=O)O)c2C)cc1	-9%	0%	.	-2.5	0%	0%	-6%	1%
CCCCOC(=O)C[N+](C)(C)CCOC1CC2CCC1(C)C2(C)C (stereo not drawn)	6%	-6%	76	3.2	6%	0%	-4%	-6%
CCc1ccc(C(C#N)=CC=Cc2ccccc2)cc1	-2%	3%	0	2.0	0%	.	-8%	-2%
O=C(O)c1ccc(CSc2nc3ccc(NC(=O)c4ccccc4C(=O)O)cc3s2)cc1	-17%	7%	-18	0.3	1%	4%	?	-24%
NC(=O)Nc1ccc(C(=O)OCC(=O)Nc2cccc(S(=O)(=O)NC3=NCCCCC3)c2)cc1	-4%	-8%	1	-1.2	-4%	?	-2%	-8%
Cn1cccc1Cc1nnc(SCC(=O)Nc2ccc3c(c2)OCO3)n1-c1ccc(F)cc1	-1%	-4%	2	-0.4	-10%	-1%	1%	?
CCN(C[C@H]1N[C@@](CC)(C(=O)OC)[C@H]2C(=O)N(Cc3ccccc3)C(=O)[C@@H]12)C(=O)c1ccc(F)cc1	-1%	-9%	1	-0.1	-3%	0%	-1%	-23%
O=C1CN=C(Nc2ccc(Cl)cc2)N1c1ccccc1	-11%	3%	-4	-0.8	-4%	-1%	-9%	-7%
O=[N+]([O-])c1ccccc1N=NNc1ccccc1	-8%	12%	8	-0.9	-16%	.	4%	-1%
CNC(=O)COc1ccc(S(=O)(=O)Nc2ccc(OC)cc2)cc1	-18%	11%	2	-2.7	4%	1%	3%	6%
CCCc1nnc(NC(=O)c2ccncc2)s1	1%	-3%	.	-2.0	4%	1%	-4%	16%
COc1ccc(NC(=O)CSc2nnc(C)s2)cc1S(=O)(=O)N1CCOCC1	-16%	2%	4	-1.9	-5%	-5%	5%	4%
CCOC(=O)Cn1c(=O)c2c(nc3n2CCCCN3c2ccc(C)cc2)n(C)c1=O	-8%	10%	-1	1.1	-3%	-2%	2%	8%
COc1ccc(CCN2CC(C(=O)NCc3cc(C)on3)CCC2=O)cc1 (stereo not drawn)	1%	0%	-6	-0.1	15%	-1%	5%	4%
Cc1nc(CS(=O)(=O)c2ccc(Cl)cc2)cc(N2CCOCC2)n1	1%	3%	-4	-1.0	7%	-1%	9%	10%
COc1cc(S(=O)(=O)N2CCCCC2)ccc1NC(=O)/C=C/c1ccccc1	1%	6%	.	-2.2	-4%	-3%	-10%	-6%
CC(C)Cn1c(=O)c2c(nc3n2CCCN3Cc2ccccc2)n(C)c1=O	0%	-11%	8	-1.3	-9%	-3%	-2%	-8%
Cc1ccc(C)c(OCCn2cc(/C=C(/C#N)C(=O)NCC3CCCO3)c3ccccc32)c1 (stereo not drawn)	17%	5%	1	1.6	-10%	-6%	-15%	-26%
COc1ccc(C(=O)N2CCN(c3ccc(C(C)=O)cc3F)CC2)cc1S(=O)(=O)NC1CC1	1%	11%	-7	-1.7	-1%	1%	-2%	11%
COc1ccc2[nH]c(C)c(C(=O)CN3CC(C)OC(C)C3)c2c1 (stereo not drawn)	-11%	-4%	-6	0.4	-3%	2%	-9%	-5%
Cc1cc(C)c2sc(N(CCN(C)C)C(=O)CCS(=O)(=O)c3ccccc3)nc2c1	-2%	-28%	-2	-0.1	7%	1%	?	?
Cc1ccc(OCc2n[nH]c(=S)n2-c2ccccc2)cc1C	-4%	-4%	-3	3.0	5%	-1%	-15%	-4%
CCC1=NN2C(=N)/C(=C\c3ccc(OCCOc4ccccc4OC)cc3)C(=O)N=C2S1	?	8%	-23	-1.3	-5%	0%	-33%	-21%
CN1CCC(N(C)S(=O)(=O)c2ccc(NC(=O)COc3ccc(F)cc3Cl)cc2)CC1	-3%	2%	-2	0.2	3%	0%	13%	-1%
CCN(C(=O)c1ccc2c(=O)n3c(nc2c1)CCCCC3)c1ccccc1C	-12%	8%	-8	-3.3	1%	0%	0%	-7%
C#CCOc1ccc(/C=N/O)cc1Cl	-15%	4%	-10	-0.3	-5%	0%	12%	-14%

Record cards, as listed above:
`Cc1ccc(OCc2n[nH]c(=S)n2-c2ccccc2)cc1C` reads PLK1 PBD inh: -4%; EPAC1 ag: -4%; PI5P4K alpha inh: -3; CCT chaperon mod: 3.0; EPAC2 antagonist: 5%; MmCpn inh: -1%; WRN inhibitor: -15%; EPAC1 antagonist: -4%
`CCC1=NN2C(=N)/C(=C\c3ccc(OCCOc4ccccc4OC)cc3)C(=O)N=C2S1` reads PLK1 PBD inh: ?; EPAC1 ag: 8%; PI5P4K alpha inh: -23; CCT chaperon mod: -1.3; EPAC2 antagonist: -5%; MmCpn inh: 0%; WRN inhibitor: -33%; EPAC1 antagonist: -21%

Remaining list, next part.
SMILES	PLK1 PBD inh	EPAC1 ag	PI5P4K alpha inh	CCT chaperon mod	EPAC2 antagonist	MmCpn inh	WRN inhibitor	EPAC1 antagonist
Cc1ccc(-n2nc(-c3cccnc3)cc2C(=O)N2CCOCC2)c(C)c1	?	0%	?	1.7	6%	1%	1%	0%
CNC(C)C(=O)NC(C(=O)N1CCCC1C(=O)NNc1ccccc1)C(C)C (stereo not drawn)	-11%	10%	-14	1.4	12%	-2%	5%	-16%
CC1=NN(C(=O)c2ccccc2Cl)C(O)(c2ccccc2)C1 (stereo not drawn)	-5%	2%	1	0.1	5%	-3%	-3%	-19%
COc1cccc(OC)c1C(=O)Nc1ccc(NC(=O)c2ccco2)cc1	-1%	-4%	0	0.3	1%	0%	9%	-5%
COc1cc(C(=O)c2cocc2C(=O)c2ccc3c(c2)OCO3)cc(OC)c1OC	-5%	10%	5	0.3	-8%	-12%	4%	3%
N#Cc1c(NC(=O)COC(=O)c2nccnc2N)sc2c1CCCC2	-8%	?	?	5.3	21%	-2%	-6%	-9%
NC(=O)CSc1nc(-c2ccccc2)nc2ccccc12	-4%	-7%	2	-0.2	1%	-9%	-2%	1%

Screening data from PubChem.
